Screening results deposited in PubChem BioAssay by National Center for Advancing Translational Sciences (NCATS).
Pf growth 48h = P. falciparum growth inhibition at 48 hours (one generation) | Potency, µM (doses to about 28.7 µM), without a hit: at the top dose activity change, negative = inhibition, actives largely listed as inhibitors | actives 5.9% (n = 310,000) | P. falciparum luciferase growth in erythrocytes, 48 h; also: potency is read from the fitted curve at half-maximal effect; % is scaled to controls: 0 for no effect and ±100 for the full control effect
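Growth was read as firefly luciferase luminescence after a 48 h, 37 C, 5% CO2 exposure of compounds to reporter-bearing P. falciparum cultures (0.1% parasitemia, 2% hematocrit final) in Albumax-supplemented RPMI 1640.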
Shiga toxin inh = blocks Shiga toxin action in Vero cells | Vero cells, Shiga toxin protein synthesis inhibition reporter | AID 2315 | inhibition, % at 38.7 µM | actives 9.2% (n = 290,000); in the data active = inhibition mostly above about 28%, no sharp cut-off; inactive = mostly below about 43%; also: 0% is about no effect
Pf growth 96h = P. falciparum growth inhibition at 96 hours | P. falciparum luciferase reporter growth, 96 h | Potency, µM (titrated, usually from 28.7 µM), without a hit: at the top dose activity change, negative = inhibition, usual class: inhibitors | actives 6.9% (n = 320,000) | AID 504834; also: potency is read from the fitted curve at half-maximal effect; % is scaled to controls: 0 for no effect and ±100 for the full control effect
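96 h incubation, 37 C, 5% CO2, of luciferase-reporter P. falciparum-infected RBCs (2% hematocrit, 0.05% parasitemia final) with test compounds; endpoint luminescence.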
Cycloheximide cs = affects cycloheximide protein synthesis inhibition readout, counter-screen | cell reporter, cycloheximide protein synthesis inhibition counterscreen | max response, % | actives 12% (n = 300,000); in the data active = max response mostly above about 13%, no sharp cut-off; inactive = mostly below about 14%; also: read at 38.3 µM for the half of the compounds with a filed dose; 0% is about no effect
HCV inh = blocks hepatitis C virus; Huh7.5.1 HCVcc-Cre infection, luciferase reporter, 44 h; Potency, µM (series often up to 41.8 µM), for inactives: at the highest dose activity change, negative = inhibition, most hits filed as inhibitors; actives 3.4% (n = 340,000); AID 651820; also: potency is read from the fitted curve at half-maximal effect; % is scaled to controls: 0 for no effect and ±100 for the full control effect
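HCVcc-Cre virus at an moi near 0.5 was added right after compound to cells cultured 4 h from seeding (1,000 cells/well). Luciferase activity was determined 44 h later, 15 min after substrate addition at RT.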
Tb PYK inh = T. brucei pyruvate kinase inhibition; Q57TT1; TbPYK enzyme, Kinase-Glo Plus ATP luminescence, 45 min; Potency, µM (highest dose often 76.8 µM), inactives show at the highest dose activity, negative = inhibition, actives largely listed as inhibitors; actives 0.12% (n = 410,000); also: potency is read from the fitted curve at half-maximal effect; % is scaled to controls: 0 for no effect and ±100 for the full control effect; nearly all actives have a fitted effect of over 50% in size
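Glycolytic pyruvate kinase of T. brucei was incubated with substrate, test compound and 130 uM ADP for 45 minutes at room temperature. Luminescent Kinase-Glo Plus signal was measured after 10 minutes.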
LmPK inh = blocks Leishmania mexicana pyruvate kinase activity | Potency, µM (highest dose often 57.5 µM), for inactives: at the highest dose activity change, negative = inhibition, usual class: inhibitors | actives 0.37% (n = 290,000) | purified LmPK, Kinase-Glo ATP luminescence, 1 h | AID 1721; also: potency is read from the fitted curve at half-maximal effect; % is scaled to controls: 0 for no effect and ±100 for the full control effect
Target sequence (Q27686 whole entry, looked up): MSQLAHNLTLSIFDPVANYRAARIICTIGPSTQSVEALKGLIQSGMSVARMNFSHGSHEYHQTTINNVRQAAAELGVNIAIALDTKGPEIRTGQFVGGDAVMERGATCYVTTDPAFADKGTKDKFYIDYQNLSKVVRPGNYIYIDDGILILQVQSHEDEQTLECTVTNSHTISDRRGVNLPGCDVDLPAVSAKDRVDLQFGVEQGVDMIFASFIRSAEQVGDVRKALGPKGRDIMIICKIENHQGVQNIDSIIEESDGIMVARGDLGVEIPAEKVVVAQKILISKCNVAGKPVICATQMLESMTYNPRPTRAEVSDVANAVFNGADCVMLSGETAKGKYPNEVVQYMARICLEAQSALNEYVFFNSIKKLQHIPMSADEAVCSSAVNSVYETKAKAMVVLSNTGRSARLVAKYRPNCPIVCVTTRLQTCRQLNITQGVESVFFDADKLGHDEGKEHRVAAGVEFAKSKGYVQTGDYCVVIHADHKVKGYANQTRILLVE
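In 50 mM imidazole pH 7.2 with 7 mM MgCl2, LmPK (0.1 nM) turned over PEP (0.5 mM) and ADP (0.1 mM) for 1 h at room temperature. Luciferase read-out of ATP.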
The depositor's hits bear a star; i = inactive; ? = inconclusive; . = no result given; [ ] = dose if it differs, or a comment. Unless noted, calls follow the shape of the dose curve; as a rule, active = well fitted curve in the direction sought with a large enough effect; inconclusive = small, poorly fitted or top-dose-only effect, or another doubt; inactive = no such curve, though single readings can be large; an effect the other way counts as inactive or inconclusive.

Results follow in this order: Pf growth 48h, Shiga toxin inh, Pf growth 96h, Cycloheximide cs, HCV inh, Tb PYK inh, LmPK inh
COC(=O)C1=C(C)N(CCCC(=O)O)C(=O)NC1c1cccs1 (configuration not stated)
    36%, -8, 5%, -2, 2%[8.37 µM], 1%, -1%
Cc1cc(=O)[nH]c(N/N=C/CCc2ccccc2)n1
    23%, 19, ?, 7, 16%, -2%, -9%
COc1cccc(C(=O)Nc2ccncc2)c1
    21%, 25, 20%, 8, ., ., -29%
Cc1cc(OCC(=O)NCCc2c[nH]c3ccccc23)c2c(C)c(C)c(=O)oc2c1
    ?, -6, ?, -3, ?, -4%, -3%
CC(=O)c1ccc(S(=O)(=O)NCC(=O)N2CCN(C/C=C/c3ccccc3)CC2)cc1
    12µM*, ., 12µM*, ., -7%, 4%, .
C/C(=C\c1ccco1)C1C(C#N)=C(N)Oc2n[nH]c(-c3ccccc3)c21 (configuration not stated)
    11%, -4, 19%, -4, 4%, -3%, 3%
CCCCCN(C(=O)NC(=O)NCCCC)S(C)(=O)=O
    ., -29, -1%, -3, 16%, -9%, 4%
CCn1nc([N+](=O)[O-])c(C(C#N)c2nc3cc(C(F)(F)F)ccc3s2)c(Cl)c1=O (configuration not stated)
    ., -8, 21%, -1, 11µM*, -8%, ?
CC(COS(N)(=O)=O)Cc1ccc(C(F)(F)F)cc1 (configuration not stated)
    11%, 10, 0%, 2, 2%, -4%, 8%
CC(OC(=O)CNC(=O)c1ccc(Cl)c([N+](=O)[O-])c1)C(=O)NCc1ccco1 (configuration not stated)
    3%, ., 7%, ., -1%[8.37 µM], -3%, .
Cc1[nH]n(-c2ccccc2)c(=O)c1C(C[N+](=O)[O-])c1ccc(Cl)cc1 (configuration not stated)
    -13%, -5, ?, 0, 3%, -5%, 1%
COc1ccc(/C=C2/Sc3ccc(C(=O)N4CCc5ccccc5C4)cc3NC2=O)cc1
    -4%, -8, -2%, 5, -11%, -6%, -2%
O=C(Nc1cccnc1)c1cc(-c2ccccc2O)on1
    20%, 77*, -23%, 48*, 14%, 0%, -17%
CCOC(=O)COn1c(=O)c(-c2ccc(C)cc2)[n+]([O-])c2ccccc21
    114%[activator], 26, 168%[activator], 7, 7%, 2%, 2%
Cc1ccccc1NC(=O)NC(C)(C)CC(C)(C)C
    ?, -17, ?, -2, 7%, 1%, -2%
OC(c1cc(-c2ccc(C(F)(F)F)cc2)nc(C(F)(F)F)c1)C1CCCCN1 (configuration not stated)
    0.1µM*, -13, 0.0083µM*, -10, 5µM*, 1%, 8%
NC(=O)C1CCN(C(=O)CC(c2ccccc2)c2ccccc2)CC1
    14%, -5, 43%[activator], -1, 5%, 0%, -2%
CCOc1ncccc1C(=O)OCc1ccc(C(=O)OC)cc1
    61%[activator], 98*, 99%[activator], 81*, ?, 3%, -7%
COc1ccc(/C=C/C(=O)c2c(O)ccc3c(C)cc(=O)oc23)cc1
    10µM*, -8, i, -3, ?, -2%, -2%
COc1cc(NC(=S)NCCCN2CCOCC2)cc(OC)c1OC
    -12%, -11, 27%, 0, 10%, -2%, 1%

Next records.
Results follow in this order: Pf growth 48h, Shiga toxin inh, Pf growth 96h, Cycloheximide cs, HCV inh, Tb PYK inh, LmPK inh
O=C(NCCN1CCN(c2ccccc2)CC1)Nc1ccc(Cl)cc1
    -18%, 6, 36%[activator], 1, ?, 1%, 2%
CS(=O)(=O)NCCCCNc1ccc(C(F)(F)F)cc1[N+](=O)[O-]
    -16%, 33, -28%, 13, -14%, 4%, 0%
O=C(NCCn1cccc1)c1cccc2ccccc12
    7%, -7, 2%, 8, -2%, -21%, 0%
COC(=O)c1c(NC(=O)CSc2nncs2)sc2c1CCCCC2
    -21%, 30, 30%, -3, 7.1µM*, -14%, 1%
O=C(Nc1ccccc1)c1ccc(-c2ccccc2)s1
    227%[activator], 100*, 18%, 39*, 7%, -4%, -10%[11.5 µM]
Cc1ccc(C23CC4CC(CC(NC(=O)NCCN(C)C)(C4)C2)C3)cc1
    ., -21, ?, -3, ?, 0%, 1%
CCCC(=O)Nc1ccc(S(=O)(=O)N2CCC(c3nc4ccccc4[nH]3)CC2)cc1
    13µM*, ., 5.2µM*, ., ?, 1%, .
COc1ccccc1-c1noc(CCCC(=O)Nc2ccc(C(N)=O)cc2)n1
    16%, 15, -12%, 1, 6%, -1%, 0%
CCOc1ccc(/C(O)=C2\C(=O)C(=O)N(CCOCCO)C2c2ccccc2OC)cc1 (configuration not stated)
    -2%, -32, 51%[activator], -3, 19%, -2%, -3%
CC(C)n1nc(C(=O)Nc2nc3ccccc3[nH]2)c2ccccc2c1=O
    -5%, 14, ?, -1, ?, -2%, 1%
COC(=O)Nc1ccc(S(=O)(=O)N2CCC(C(=O)N3CCCCC3C)CC2)cc1 (configuration not stated)
    -8%, 10, -11%, -1, 14%, -10%, 6%
S=c1[nH]nc(CSCCOc2ccccc2)o1
    11%, -5, 3%, -1, 11%, -31%, 4%
Cc1ccccc1-c1noc(C2CCCCC2)n1
    ., 27, -23%, 20, -4%, 0%, 0%
Cc1ccccc1CNC(=O)Cn1cnc(S(=O)(=O)N2CCCC2)c1
    20%, -12, ?, -4, 13%, 45%[activator], -2%
O=C(COc1ccc2c(c1)OCO2)Nc1ccc2c(c1)oc1ccccc12
    -2%, -1, 1%, 4, 15%, 4%, 0%
CCn1cc(CNCc2cn(C)nc2-c2ccc(C3CCCCC3)cc2)cn1
    ?, 13, 42%[activator], -3, 6%, 2%, 5%
COc1cc(N2C(=O)CC3(CCCC3)CC2=O)cc(OC)c1OC
    7%, -13, 11%, -2, -5%, 4%, -4%
Oc1cc2c(cc1CN1CCN(c3ncccn3)CC1)OCO2
    2%, -11, 10%, 1, 3%, 2%, -9%
CC1CN(CC(=O)Nc2ccc([N+](=O)[O-])cc2Br)CC(C)O1 (configuration not stated)
    -9%, -11, 1%, -4, -8%, 2%, -4%
COc1ccc(-c2csc3ncnc(N4CCN(c5ccccc5OC)CC4)c23)cc1
    5.9µM*, -11, ?, 1, 11µM*, -1%, 5%

The list goes on.
Results follow in this order: Pf growth 48h, Shiga toxin inh, Pf growth 96h, Cycloheximide cs, HCV inh, Tb PYK inh, LmPK inh
CS(=O)(=O)N(CC(=O)N1CCCC1)c1cccc(Cl)c1
    20%, -9, 56%[activator], -1, 20%, -4%, -1%
CCC(=NCc1cccnc1)c1c(O)n(C2CCCCC2)c(=O)[nH]c1=O
    -18%, -4, ?, -2, 9%, -6%, 2%
CCn1nnc2cc(C(=O)Nc3cccc(S(=O)(=O)N(C)C)c3)ccc21
    ?, ., ?, ., ?, -1%, .
COc1ccccc1C(=O)Nc1ccnn1C1CCN(C)CC1
    10%, -3, 21%, -10, 13%, 0%, -8%
CCOC(=O)c1cc2ccccc2n1CC(=O)c1ccccc1
    10%, 3, -7%, 1, 1%, 0%, -2%
O=C(COc1ncnc2cc([N+](=O)[O-])ccc12)N(CCc1ccccc1)Cc1ccccc1
    0%, -16, -1%, -2, 9%, 0%, 3%
COc1cc(C)nc(NC(=S)N(C)C(=O)c2ccccc2)n1
    ?, 4, -25%, 2, ?, 2%, -1%
CCCNC(=O)C1CC(=O)N(c2ccc(OCC)cc2)C1 (configuration not stated)
    18%, 17, 100%[activator], 9, 13%, 5%, -1%
COc1ccc(N=C2S/C(=C\c3ccc(N4CCOCC4)o3)C(=O)N2CCc2c[nH]c3ccccc23)cc1
    ?, 36, ?, 13, ., ., 0%
COc1ccc(/C(C)=N/NC(=O)c2nc(C)cc(C)n2)cc1
    66%[activator], 50*, ., 32*, 8%, -1%, 4%
O=C(c1cnn2c(C(F)F)cc(-c3ccccc3)nc12)N1CCSCC1
    8%, 8, 7%, -1, ?, -8%, 7%
COc1ccc(NC(=O)C2C3C=CC4(O3)C2C(=O)N(CCN2CCCCC2)C4C(=O)NC2CCCC(C)C2C)cc1 (configuration not stated)
    ?, -3, 30%[activator], 5, -19%, 0%, -1%
CC(C)(C)[C@H]1C=C(C(=O)N2CCN(Cc3ccc4c(c3)OCO4)CC2)O[C@@H](OCc2ccc(CO)cc2)C1
    10µM*, -9, ?, -2, -8%, -3%, 3%
COCC(C)n1c(C)cc(C(=O)COC(=O)c2n[nH]c3ccccc23)c1C (configuration not stated)
    27%, 129*, ., 56*, -22%, 1%, -1%
O=C(CN1C(=O)NC2(CCCc3ccccc32)C1=O)NCC(F)(F)F (configuration not stated)
    20%, -12, 12%, -1, 11%, 2%, -2%
CC(C)CC(=O)Nc1nnc(CSCc2ccc(F)cc2)s1
    -7%, 10, ?, 0, -17%, 0%, -1%
COc1ccccc1C(=O)c1nc2ccccc2n1C
    -21%, 17, -26%, 2, 2%, 0%, 0%
CCOC(=O)c1csc(-c2ccc3c(c2)CCO3)n1
    274%[activator], 59*, 112%[activator], 41*, -2%, -6%, -5%
O=C1COc2ccc(C(=O)COC(=O)/C=C/c3ccco3)cc2N1
    ?, ., ?, ., -8%, -15%, .
O=C(COC(=O)/C=C/C(=O)N1CCN(c2ccccc2)CC1)NC(c1ccccc1)c1ccccc1
    -78%, 13, -28%, 6, -18%, 1%, 0%
COc1ccc(/C=C2\SC(=O)N(CCNC(=O)C3CCN(S(=O)(=O)c4cccs4)CC3)C2=O)cc1
    54%[activator], 44*, -31%, 35*, 3%, 1%, -4%
